RGS8-Gao: regulators of human RGS8-Galphao interaction | P09471 | multiplexed bead flow cytometry, RGS8-Galphao binding; actives lie on both sides | response (percent of control binding), % at 10 µM | hit rate 0.34% among 220,000 | AID 1423; in the data active = response below about 60% or above about 140%; inactive = in between;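 note: Galphao activated as the GDP aluminium fluoride complex binding bead-coupled RGS8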
Target sequence (P09471 whole entry, looked up): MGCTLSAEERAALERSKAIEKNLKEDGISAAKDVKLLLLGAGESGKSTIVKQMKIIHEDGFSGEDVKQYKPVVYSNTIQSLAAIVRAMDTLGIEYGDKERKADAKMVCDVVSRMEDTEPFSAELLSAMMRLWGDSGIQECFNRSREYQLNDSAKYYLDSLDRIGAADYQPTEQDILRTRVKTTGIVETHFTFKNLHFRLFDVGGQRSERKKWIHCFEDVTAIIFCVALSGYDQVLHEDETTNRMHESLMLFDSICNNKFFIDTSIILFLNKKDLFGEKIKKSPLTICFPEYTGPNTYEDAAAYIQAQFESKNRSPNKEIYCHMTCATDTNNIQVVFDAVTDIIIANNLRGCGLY
Bim-Mcl-1: disrupts Bim peptide binding to human Mcl-1; Bead-based flow cytometry, Bim peptide-Mcl-1 binding; AID 1009; inhibition, % at 10 µM; Q07820; hit rate 0.1% among 190,000; in the data active = inhibition above about 40%;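 note: 0% = no compound tracer wells and 100% = peptide blocker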
ABCG2 block: human ABCG2 inhibition, ABCB1 as counter-screen; AID 1325; hit rate 0.1% among 190,000; inhibition, % at 6.6 µM; IgMXP3 cells, JC-1 efflux, flow cytometry;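 active = inhibition above 80%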;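 note: 0% = DMSO and 100% = nicardipine control wells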
Target sequence (Q9UNQ0 whole entry, looked up): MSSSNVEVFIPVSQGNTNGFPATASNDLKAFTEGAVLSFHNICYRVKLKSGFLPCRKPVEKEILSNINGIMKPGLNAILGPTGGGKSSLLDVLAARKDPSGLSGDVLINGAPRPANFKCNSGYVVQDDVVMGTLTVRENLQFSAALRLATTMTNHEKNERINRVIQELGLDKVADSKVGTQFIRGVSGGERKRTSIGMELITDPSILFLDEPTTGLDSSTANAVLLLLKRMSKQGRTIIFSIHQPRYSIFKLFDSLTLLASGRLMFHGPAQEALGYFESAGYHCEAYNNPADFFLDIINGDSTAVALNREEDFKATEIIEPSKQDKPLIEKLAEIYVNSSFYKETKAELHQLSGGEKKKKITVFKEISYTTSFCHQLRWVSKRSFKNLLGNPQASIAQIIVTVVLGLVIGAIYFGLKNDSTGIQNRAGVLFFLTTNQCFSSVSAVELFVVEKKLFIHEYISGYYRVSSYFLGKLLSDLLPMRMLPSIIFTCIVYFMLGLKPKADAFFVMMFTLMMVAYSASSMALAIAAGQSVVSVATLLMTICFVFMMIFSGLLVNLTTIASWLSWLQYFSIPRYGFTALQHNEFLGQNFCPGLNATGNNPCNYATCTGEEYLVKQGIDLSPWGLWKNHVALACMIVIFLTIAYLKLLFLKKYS
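material = IgMXP3 (ABCG2) plus far-red-tagged CCRF-Adr (ABCB1) cells | amount = 3 million cells/mL, equal mix of both lines | also added = JC-1 transporter substrate | dosing = one concentration, 6.6 µM final | schedule = 10 min at 25 °C | measured by = flow cytometric JC-1 green MFI at 530 nm | read-out basis = percent efflux inhibition, scaled nicardipine 100% to DMSO 0%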
Avidin bead fluor: compound fluoresces at 488/530 nm on avidin beads. compound fluorescence 488/530 nm, flow cytometry; stronger effect = higher value. fluorescence (KMESF) at 10 µM. hit rate 0.38% among 220,000; in the data active = fluorescence above about 47; note: inactives centre near 10
GSH fluor: compound fluoresces at 488/530 nm on GSH beads; GSH beads flow cytometry, compound fluorescence 488/530 nm; stronger effect = higher value; fluorescence (KMESF) at 10 µM; hit rate 0.25% among 190,000; in the data active = fluorescence above about 89;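 note: glutathione beads carrying GST-tagged Bcl family fusion proteins plus one bare bead set; values are compound well signal with DMSO vehicle wells as background; inactives centre near 16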
Mcl1-Noxa inh: Mcl-1/Noxa interaction inhibition. TR-FRET Mcl-1/Noxa peptide binding, 2 h. inhibition, % at 21.7 µM. hit rate 1.5% among 220,000;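 active = compounds that cut the protein-peptide binding signal by more than 50% relative to plate controls in a single-dose test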;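 note: His-tagged Mcl-1 with rhodamine Noxa BH3 peptide and terbium anti-His antibody; 0% = Mcl-1 plus Noxa peptide wells and 100% = peptide-only wells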
RGS7-Gao reg: modulates binding of RGS7 to human Galphao; P09471; Multiplexed bead flow cytometry; actives lie on both sides; binding response (% of control), % at 10 µM; hit rate 0.35% among 220,000; AID 1439; in the data active = binding response below about 49% or above about 150%; inconclusive = no clear call, values can overlap the other calls; inactive = in between;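 note: fluorescent Galphao held in activated GDP-AlF4 state binding bead-coupled RGS7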
Pf gametocyte: P. falciparum stage V gametocyte viability inhibition; P. falciparum stage V gametocytes, ATP luminescence, 24 h; inhibition, % at 10.9 µM; hit rate 0.065% among 150,000; AID 743093;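 active = inhibition above the mean plus 3 SD of compounds within the control limits, set per campaign, cut at about 38% in these data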;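 note: 0% = DMSO wells and 100% = medium only without gametocytes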
Mcl1-Bid inh: disrupts binding of human Mcl-1 to Bid peptide; TR-FRET Mcl-1/Bid-Dy647 peptide binding, 1536-well; inhibition, % at 21.7 µM; hit rate 0.97% among 220,000; AID 1021;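 active = compounds that cut the binding signal by more than half at the single screening dose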;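 note: His-tagged Mcl-1 with europium anti-His antibody binding Bid BH3 peptide; 0% = Mcl-1 plus peptide wells and 100% = peptide-only wells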
ABCB1 block: blocks JC-1 efflux by human ABCB1 transporter | CCRF-Adr cells, flow cytometry | hit rate 0.067% among 190,000 | inhibition, % at 6.6 µM | P08183 | AID 1326; in the data active = inhibition above about 40%;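 note: 0% = vehicle and 100% = reference inhibitor; higher value means more JC-1 retained so stronger ABCB1 efflux block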
RGS4-Gao reg: human RGS4-Galphao interaction regulation; binding response (% of control), % at 10 µM; Multiplexed bead flow cytometry, RGS4-Galphao binding; actives lie on both sides; hit rate 0.33% among 220,000; AID 1415; in the data active = binding response below about 49% or above about 150%; inactive = in between;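 note: fluorescent Galphao activated with aluminum fluoride binding bead-coupled RGS4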
The depositor's hits bear a star; ? = inconclusive; . = no result given; [ ] = remark or other dose. Rows are unselected; about 3.3% have a hit in one of these screens.

SMILES	RGS8-Gao	Bim-Mcl-1	ABCG2 block	Avidin bead fluor	GSH fluor	Mcl1-Noxa inh	RGS7-Gao reg	Pf gametocyte	Mcl1-Bid inh	ABCB1 block	RGS4-Gao reg
Cn1c(=O)[nH]c(=O)c2c1nc(NCCCn1ccnc1)n2CCOc1ccccc1	100	1	1	11	51	5	101	.	-103	0.3	100
Cc1ccc(C(=O)Nc2ccc(C(=O)N/N=C/c3ccncc3)cc2)cc1	106	-4	1	21	11	15	114	.	4	0.1	100
CC(C)NC(=O)CSCc1c(Cl)cccc1Cl	101	0	1	34	17	-8	101	.	-4	0.3	102
CCC12CN3CC(CC)(CN(C1)C3c1ccc([N+](=O)[O-])o1)C2=O (centres undefined)	98	-1	2	10	12	17	92	.	-22	0.5	96
O=C(Nc1ccc(Cl)cc1)OCc1ccccn1	97	-3	0	3	14	-2	94	.	-3	0.1	89
CCOC(=O)c1cc(-c2ccccc2)sc1NC(=O)C(C)Sc1nnc(N)s1 (centres undefined)	101	-6	58	26	10	-10	100	.	16	1.8	98
COc1ccc2c(c1)Cc1sc(NC(=O)c3cccnc3)nc1-2	103	-3	20	13	14	13	108	2	-37	-2.3	104
CCN(CC)c1ccc(/C=N/OCC(=O)Nc2cccc(C)c2)cc1	101	-17	46	23	23	17	102	-8	-33	0.4	105
CCOC(=O)Cc1nnc(NC(=O)C(CC)Sc2nnc3c4ccccc4n(C)c3n2)s1 (centres undefined)	98	0	6	19	19	-3	103	.	-15	1.7	100
COc1cccc(C(=O)Nn2cnnc2)c1	102	-1	1	12	14	3	97	4	5	1.0	99
CCC(C)NC(=O)C1CCN(c2nc(C)cc(C)n2)CC1 (centres undefined)	100	1	2	15	23	15	101	-34	-8	0.4	98
Cc1ccc2c(c1)cc(CN(Cc1ccc3c(c1)OCO3)C(=O)c1cnccn1)c1nnnn12	101	-2	17	11	16	5	100	.	-6	2.9	103
COc1cc2c(cc1OC)CC(=O)N(C)CC2	104	-1	0	4	9	2	101	-20	-15	-0.1	103
Cc1ccccc1-n1cc(C(=O)c2cc(Cl)ccc2O)cc(C#N)c1=O	97	-3	4	2	8	0	91	-9	6	0.8	93
Cc1ccc(S(=O)(=O)C2(C(=O)Nc3ccc(Br)cc3)CC2)cc1	101	-1	6	11	15	-27	97	.	-19	1.5	98
CCC(=O)Nc1ccccc1C(=O)N1CCOCC1	73	0	5	15	20	-9	80	.	-16	0.3	81
O=C(CSc1nnc(-c2ccco2)n1Cc1ccccc1)c1ccccc1	99	12	-9	11	16	10	102	15	12	-0.8	105
CCOC(=O)c1c(NC(=O)C(C)Sc2cccc[n+]2[O-])sc2c1CCN(Cc1ccccc1)C2 (centres undefined)	103	-15	9	23	16	14	129	.	-16	17	120
COc1ccc(CCNC(=O)CO/N=C/c2cc3c(cc2Br)OCO3)cc1OC	100	0	1	20	12	4	102	9	-18	0.1	101
Cc1ccc(NC(=O)CN(C)CC(=O)Nc2cccc(F)c2)cc1[N+](=O)[O-]	102	-1	17	9	15	19	?	1	-51	7.3	101
COc1ccc(C(CCO)NC(=O)c2cccs2)cc1OC (centres undefined)	103	-1	2	6	20	-3	110	-7	-63	0.3	103
Cc1ccc(-c2c(C)n([O-])c3c([n+]2=O)CCCC3)o1	100	0	2	8	12	9	99	2	-30	0.1	100
CN(C)C(=S)NC(=O)C12CC3(C)CC(C)(CC(C)(C3)C1)C2	99	.	.	8	.	11	?	4	-35	.	96
COc1ccc2[nH]c3c(=O)n(CCCN4CCOCC4)cnc3c2c1	102	.	.	7	.	-15	?	-13	-23	.	103
CCc1cccc(CC)c1-n1c(-c2cccnc2)n[nH]c1=S	96	0	1	7	11	18	98	-2	-36	1.0	100
CC1(C(=O)NNC(=O)C2CCCCC2)CC1(Cl)Cl (centres undefined)	98	.	.	5	.	-14	?	8	99*	.	101
COc1ccc(OC)c(C2=NOC(C(=O)NCc3ccco3)C2)c1 (centres undefined)	105	4	1	5	18	7	106	5	-15	0.2	108
Cc1ccc(-c2nnn3c2nc(NCCc2ccc(S(N)(=O)=O)cc2)c2ccccc23)cc1	116	-12	-11	18	4	-130	112	-15	-49	-1.5	115
COc1ccc(C(Nc2ccc(S(=O)(=O)NCC3CCCO3)cc2)C(=O)NC(C)(C)C)cc1OC (centres undefined)	101	-2	1	11	30	16	106	5	-52	0.3	98
O=C(CSc1nnc(-c2ccccc2)o1)Nc1ccccc1F	101	2	3	91*	22	22	173*[activator]	.	5	-0.1	111
O=C(c1ccc2ncsc2c1)N1CCN(c2ccccc2Cl)CC1	101	-1	11	11	19	10	?	-5	-25	1.3	97
COc1ccc(C(=O)N=c2c(C#N)cc3c(=O)n4cccc(C)c4nc3n2Cc2ccco2)cc1	89	-3	57	8	22	77*	90	.	20	15	89
Cc1cc2cc(C)c3nnc(SCC(=O)NCc4ccco4)n3c2cc1C	93	-1	3	15	12	19	94	.	-52	1.8	93
CCN=c1scc(-c2ccc(F)cc2)n1/N=C/c1ccccn1	103	0	4	10	15	5	94	-19	-33	1.1	97
O=c1[nH]c(CN2CCN(c3ccc([N+](=O)[O-])cc3)CC2)nc2ccsc12	98	0	5	9	13	-1	97	-19	-24	0.8	96
CC(C)[C@H](NS(=O)(=O)c1ccccc1)C(=O)OCC(=O)Nc1ccc2c(c1)OCO2	102	-4	13	2	7	9	100	-4	-29	1.7	97
Cc1cccc(-n2cc(C#N)c(=O)[nH]c2=O)n1	95	-3	6	9	20	10	95	-9	-3	1.8	95
CC(C)C[C@H](NC(=O)c1nc[nH]c1C(=O)NC(c1ccccc1)c1ccccc1)C(=O)OCc1ccccc1	92	-2	4	7	18	-30	89	-3	-13	0.8	90
Nn1c(SCc2cccc(Br)c2)nnc1-c1ccncc1	101	.	.	9	.	1	?	2	-31	.	103
CC1=CCC2COC(c3ccc[n+](Cc4ccccc4)c3)C1C2 (centres undefined)	102	0	1	13	14	10	99	-16	-23	-0.1	101
O=C(CC1C(=O)NCCN1Cc1cccc(Oc2ccccc2)c1)NCCc1cscn1 (centres undefined)	101	-1	4	11	13	10	103	-1	-25	1.0	102
Cc1nn(C)c(N)c1[N+](=O)[O-]	102	.	.	4	.	-6	?	4	-15	.	103
c1ccc(OCc2nc3ccccc3[nH]2)cc1	100	-2	4	21	25	9	102	-12	-12	0.2	99
O=C(CNCC1CCCO1)Nc1ccccc1N1CCOCC1 (centres undefined)	102	-6	3	26	21	30	100	.	14	0.8	100
Cc1c(NC(=S)Nc2ccc(Cl)cc2)c(=O)n(-c2ccccc2)n1C	101	-3	1	11	17	20	102	6	-61	0.0	99
C/C(N)=C(/C#N)C(=O)COC(=O)COc1ccc(Cl)cc1C	103	0	2	17	14	1	101	12	-2	0.4	107
COc1ccc(Cc2nn3c(-c4ccccc4OC)nnc3s2)cc1	102	-7	2	6	52	14	107	-19	12	0.2	101
Cc1oc(S(=O)(=O)N2CCCCC2)cc1NC(=O)Nc1ccccc1	98	.	.	7	.	-1	?	-28	-43	.	97
COc1cccc(/C=N/Nc2ncnc3c2[nH]c2ccc(C)cc23)c1OC	92	.	.	7	.	100*	?	-6	35	.	83
Cc1ccccc1-n1c(=S)[nH]c2nc3c(cc2c1=O)COC(C)(C)C3	98	.	.	7	.	4	?	-5	-46	.	100

The list goes on.
SMILES	RGS8-Gao	Bim-Mcl-1	ABCG2 block	Avidin bead fluor	GSH fluor	Mcl1-Noxa inh	RGS7-Gao reg	Pf gametocyte	Mcl1-Bid inh	ABCB1 block	RGS4-Gao reg
CCOC(=O)c1c(NC(=O)/C=C/C(=O)O)sc(C)c1-c1ccc(C(C)(C)C)cc1	101	0	6	10	10	15	97	1	-15	-0.6	99
OCCSc1nncn1/N=C/c1c[nH]c2ccccc12	106	0	0	7	20	13	109	.	-2	0.1	107
Cc1ccc(S(=O)(=O)N2CCOCC2)cc1NC(=O)CSc1nc2ccccc2c(=O)n1Cc1ccccc1	102	0	0	4	14	-3	101	13	-22	0.3	100
O=C(CCCN1C(=O)/C(=C/c2ccccc2)SC1=S)Nc1cccc(O)c1	102	-4	6	8	73	15	97	-2	0	-1.1	103
Cc1ccc(Cn2ccc(NC(=O)c3cc4nc5c(c(C(F)(F)F)n4n3)CCc3ccccc3-5)n2)cc1	103	3	6	11	30	8	104	.	6	0.3	105
CC(=O)c1c(C)n(-c2ccccc2)c2ccc(OCC(O)CN3CCOCC3)cc12 (centres undefined)	104	4	3	16	7	4	96	-6	-18	1.2	101
CCN(CCO)Cc1csc2c(Br)cccc12	91	-4	2	14	18	-3	94	9	6	0.2	93
CCCNC(=O)Cn1cnc2sc(C(=O)NCCN(CC)CC)c(C)c2c1=O	98	-1	3	10	30	17	99	-9	-11	0.8	98
O=C(NCCCn1ccnc1)/C(=C\c1cccnc1)NC(=O)c1cccc(Br)c1	106	-6	1	3	11	2	101	-7	-2	0.0	98
CCOC(=O)Cc1cc(=O)n2[nH]c(-c3ccc(Cl)cc3)cc2n1	97	0	1	12	14	19	98	.	-83	-0.1	93
Cc1ccc(C)c(CSC2=NN3CCCC(=O)N=C3S2)c1	87	.	.	6	.	22	?	7	-9	.	82
COC(=O)c1cc(NC(=O)C(C)c2ccc(CC(C)C)cc2)ccc1O (centres undefined)	88	2	4	5	9	7	96	-28	17	1.0	95
Cn1cnc(S(=O)(=O)Nc2ccc(C(F)(F)F)cc2)c1	127	0	-3	10	23	4	112	4	2	-2.3	114
CC1=C(C(=O)OCc2ccccc2)C(c2ccsc2)NC(=O)N1C (centres undefined)	102	1	6	10	10	1	103	-1	-6	-0.1	101
Cc1ccc2c(c1)sc1nc(=O)n(-c3ccccc3)c(=O)n12	102	.	.	5	.	18	?	15	18	.	106
Cc1occc1C(=O)Nc1cccc(Cn2cccn2)c1	103	-5	20	12	28	28	97	-14	-25	-1.0	100
Cc1ccc(-c2cc(C(=O)NCc3ccccn3)c3ccccc3n2)cc1C	98	-5	2	4	29	-4	110	.	13	-0.3	102
O=C(O)CSc1ncnc2scc(-c3ccccc3)c12	103	.	.	5	.	24	?	23	-11	.	103
CC(C)(C)OC(=O)N1CCC[C@H]1c1nnc(SCc2ccccc2F)o1	102	6	5	19	21	-5	112	.	-17	1.4	110
CCc1ccc(CSc2nccn2-c2ccccc2)cc1	99	0	1	7	63	-8	97	11	-35	0.5	94

Given with bars between the fields: entries from further up
SMILES | RGS8-Gao | Bim-Mcl-1 | ABCG2 block | Avidin bead fluor | GSH fluor | Mcl1-Noxa inh | RGS7-Gao reg | Pf gametocyte | Mcl1-Bid inh | ABCB1 block | RGS4-Gao reg
Cc1occc1C(=O)Nc1cccc(Cn2cccn2)c1 | 103 | -5 | 20 | 12 | 28 | 28 | 97 | -14 | -25 | -1.0 | 100
Cc1ccc(-c2cc(C(=O)NCc3ccccn3)c3ccccc3n2)cc1C | 98 | -5 | 2 | 4 | 29 | -4 | 110 | . | 13 | -0.3 | 102
O=C(O)CSc1ncnc2scc(-c3ccccc3)c12 | 103 | . | . | 5 | . | 24 | ? | 23 | -11 | . | 103

Source: PubChem
